# SIAE primary: blocks human sialic acid acetylesterase | SIAE FP-Rh probe binding, fluorescence polarization | hit rate 0.69% among 370,000 | inhibition, % at 9.66 µM | AID 1053197 | Q9HAT2;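 active = inhibition above a cutoff: mean of compounds within the control limits plus 3 SD of those, cut at about 17% in these data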;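 also: 0% = plate median of compound wells and 100% = probe without SIAE protein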
# Target sequence (Q9HAT2 whole entry, looked up): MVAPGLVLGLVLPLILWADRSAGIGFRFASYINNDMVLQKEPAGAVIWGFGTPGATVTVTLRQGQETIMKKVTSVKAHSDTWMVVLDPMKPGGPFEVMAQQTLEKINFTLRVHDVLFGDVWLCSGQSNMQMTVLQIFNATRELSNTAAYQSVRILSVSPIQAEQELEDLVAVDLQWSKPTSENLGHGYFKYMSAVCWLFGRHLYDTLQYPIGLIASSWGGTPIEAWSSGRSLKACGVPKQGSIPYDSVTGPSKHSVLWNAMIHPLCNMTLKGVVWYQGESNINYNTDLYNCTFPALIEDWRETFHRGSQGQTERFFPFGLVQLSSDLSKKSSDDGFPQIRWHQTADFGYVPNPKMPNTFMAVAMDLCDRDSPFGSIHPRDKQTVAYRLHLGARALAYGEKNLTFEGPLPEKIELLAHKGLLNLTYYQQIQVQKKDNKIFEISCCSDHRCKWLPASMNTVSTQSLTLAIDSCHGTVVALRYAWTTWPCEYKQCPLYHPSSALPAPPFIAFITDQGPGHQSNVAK
# proKLK7 act: proKLK7 (human) activation, primary screen | P49862 | purified proKLK7, EDANS-DABCYL substrate fluorescence; 100% is mature enzyme control, 0% vehicle | activation, % at 7 µM | hit rate 0.9% among 370,000;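 active = activation above the mean of all tested compounds plus 3 SD, computed per campaign excluding outliers beyond control limits, cut at about 13% in these data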
# Tn7 DDE FP: disrupts Tn7 cyclic peptide binding to fibrin D-Dimer-E complex; P02675; FP displacement of FITC-Tn7 peptide from fibrin DD(E); 0% = median of compound wells per plate; inhibition, % at 8.3 µM; hit rate 0.13% among 370,000; AID 720508;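 active = inhibition above the mean of compounds falling within the control limits plus 3 SD of them, cut at about 14% in these data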;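 also: 0% = plate median of compound wells and 100% = 10 µM Aha-Tn7 peptide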
#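 Assay system: Fibrin-DD(E) protein isolated from polymerized human fibrin clots; read-out basis: percent inhibition; medium: Tris/NaCl/CaCl2 buffer, pH 7.8; signal: FP measurement; incubation: 10 min plus 3 h, room temperature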
# PRMT1 inh: inhibitors of human PRMT1 | recombinant PRMT1, activity-based probe fluorescence polarization | Q99873 | inhibition, % at 2.79 µM | hit rate 1.3% among 370,000 | AID 652257;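 active = inhibition above about 21% made by adding two undisclosed values, limit read from the data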
# TDP2 absorb: TDP2 (human) inhibition, absorbance primary screen; recombinant TDP2, T5PNP hydrolysis, p-nitrophenol absorbance 415 nm; inhibition, % at 12.8 µM; hit rate 0.34% among 370,000; AID 720702;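 active = inhibition above the mean of all tested compounds plus 3 SD, set per campaign, cut at about 25% in these data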;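 also: 0% = DMSO with enzyme and 100% = buffer with substrate but no TDP2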
#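 Evaluation: % inhibition relative to enzyme-containing and enzyme-free wells. Material: recombinant human TDP2. Benchmarks: enzyme-free and DMSO wells. Timing: enzyme reaction with compound for 2 h at 37 °C. Compound dosing: 12.8 µM only. Measured by: p-Nitrophenol epi absorbance. Reagent: T5PNP substrate at 5 mM, a TopII-DNA adduct mimic. Replication: single well per compound.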
# TCR-CD3 inh: human TCR-CD3 binding inhibition; inhibition, % at 9.4 µM; TAMRA-labeled TCR probe fluorescence, biochemical; hit rate 0.37% among 360,000; in the data active = inhibition above about 19%;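 also: recombinant mutant TCR 2C K166C tagged with TAMRA read by polarization; 0% = receptor in buffer alone and 100% = receptor with positive control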
# Tn6 DDE FP: DD(E)-Tn6 binding inhibition, primary FP screen; Fibrin DD(E) TRITC-Tn6 fluorescence polarization displacement; inhibition, % at 8.3 µM; hit rate 0.21% among 370,000; AID 720509;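 active = inhibition above a per-campaign cutoff: mean of compounds within control limits plus 3 SD, cut at about 15% in these data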;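 also: 0% = median of all compound wells on the plate and 100% = blocking peptide control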
# MBD2 inh: blocks human MBD2 binding to methylated DNA; Q9UBB5; TR-FRET, MBD2 binding to methylated oligonucleotide; inhibition, % at 4.4 µM; hit rate 0.31% among 370,000; AID 686964; in the data active = inhibition above about 13%
# Target sequence (Q9UBB5 whole entry, looked up): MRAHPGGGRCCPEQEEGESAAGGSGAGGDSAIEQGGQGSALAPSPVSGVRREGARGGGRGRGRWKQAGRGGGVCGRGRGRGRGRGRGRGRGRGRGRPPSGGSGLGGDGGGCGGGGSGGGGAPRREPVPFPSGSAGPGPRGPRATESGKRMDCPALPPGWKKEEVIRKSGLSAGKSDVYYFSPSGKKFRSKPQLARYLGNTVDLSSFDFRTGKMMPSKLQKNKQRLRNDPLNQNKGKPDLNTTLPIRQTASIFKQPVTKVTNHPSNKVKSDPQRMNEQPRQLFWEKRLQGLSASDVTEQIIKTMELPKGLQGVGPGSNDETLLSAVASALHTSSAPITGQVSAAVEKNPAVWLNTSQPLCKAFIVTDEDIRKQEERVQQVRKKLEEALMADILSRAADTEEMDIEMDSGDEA
# UHRF1 binding: human UHRF1 methylated DNA binding inhibitors; Q96T88; UHRF1 binding to methylated oligo, TR-FRET; inhibition, % at 4.4 µM; hit rate 0.75% among 370,000; AID 687016; in the data active = inhibition above about 21%;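 also: UHRF1 SRA domain binding a hemimethylated CpG hairpin DNA probe; 0% = median of test compound wells and 100% = reference inhibitor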
# LEDGF integ inh: blocks HIV-1 LEDGF/p75-dependent DNA integration; AID 743269; TR-FRET IN-LEDGF/p75 DNA integration, Eu/Cy5; hit rate 0.64% among 370,000; inhibition, % at 3.7 µM;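 active = inhibition above the screen-wide mean plus 3 SD, cut at about 13% in these data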;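 also: signal is the Cy5 over europium emission ratio at 671 and 618 nm; 0% = plate median of compound wells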
# An asterisk follows results filed as active; nt = no result given.
molecule,TCR-CD3 inh,Tn7 DDE FP,MBD2 inh,LEDGF integ inh,TDP2 absorb,proKLK7 act,Tn6 DDE FP,PRMT1 inh,UHRF1 binding,SIAE primary
COc1ccc2nc(Cl)c(/C=N/Nc3ccccn3)cc2c1,6,-5,4,1,10,-1.4,-3,1,-3,-3
N#C/C(=C\c1cccc(OCC(=O)O)c1)c1nc2ccccc2[nH]1,8,2,-3,-3,-1,-2.1,4,4,-4,-9
Cc1ccc(S(=O)(=O)N(C)CC(=O)Nc2cc(C)ccn2)cc1,4,-4,2,1,-3,0.3,6,-1,1,1
COc1ccc(C(=O)N/C(N)=N/c2nc3ccccc3o2)cc1,0,6,1,2,-2,-0.2,1,1,2,-4
CCCOc1ccc(N2C(=O)CC(N(CCc3ccccc3)C(=O)c3ccccc3)C2=O)cc1 (configuration not stated),-3,-4,0,2,5,-0.2,0,-5,1,-6
CCOc1ccc(C(=O)Oc2ccc(NC(C)=O)cc2)cc1,6,2,-4,-1,4,0.3,3,-4,-2,-1
O=C(Nc1ccc(Cl)cc1)C1CC=CCC1C(=O)OCC(F)(F)C(F)F (configuration not stated),3,-12,1,4,4,-0.9,3,0,3,-1
CC1CC(=O)N(Cc2ccccc2)c2ccccc2N1C=O (configuration not stated),1,3,4,-3,18,0.2,-3,1,-2,0
O=C(O)CCCn1cc(NC(=O)COc2cccc(Cl)c2)cn1,-1,-4,6,-3,2,0.6,5,-1,5,3
CC(C)c1cn(CC[C@@H]2CC[C@H](NS(=O)(=O)c3ccc(F)cc3)[C@@H](CO)O2)nn1,4,0,-5,0,-1,0.8,6,2,0,-1
Cc1cc2nc(/N=C(\N)NC(=O)C(C)C)nc(C)c2cc1C,-8,1,2,-1,0,-0.5,2,2,2,-10
O=C(CCNS(=O)(=O)c1ccccc1)OCc1nc2ccsc2c(=O)[nH]1,-5,2,0,4,-15,-0.7,7,-4,3,1
CC(=O)Nc1ccc(S(=O)(=O)Nc2ccc(Cc3ccncc3)cc2)cc1,-6,10,0,-6,-2,-0.3,-2,4,-1,-4
O=C(Nc1cc(C(F)(F)F)ccc1-n1cncn1)c1ccc(Br)cc1,-6,6,3,2,9,0.3,7,-3,-1,-9
CCOC(=O)c1sc2ncn(/N=C/N(C)C)c(=O)c2c1C,-5,-1,-2,2,4,-3.2,0,-5,-3,4
O=C(NCCCNCc1ccccc1)c1ccncc1,2,-5,3,1,10,0.0,-4,2,17,0
O=[N+]([O-])c1ccc(OCCCN2CCC(C(O)(c3ccccc3)c3ccccc3)CC2)c(Cl)c1,nt,-1,-5,3,-9,-0.2,-7,-4,-2,0
CC(C)C1(C)C(=O)N=C2c3ccccc3C(=O)N21 (configuration not stated),-2,1,9,0,-4,0.1,1,-1,5,5
CC(OC(=O)c1ccc(NS(=O)(=O)c2cccs2)cc1)C(=O)N(C)C1CCCCC1 (configuration not stated),-3,3,0,-3,-1,0.6,4,-1,1,-3
COc1cccc(OC)c1C(=O)Nc1sc2c(c1C#N)CCC2,5,14*,4,0,1,0.2,-2,0,-2,3
O=C(Cc1cccc(NC(=O)C2CCN(C(=O)C3CCC3)CC2)c1)Nc1cccc(C(=O)N2CCOCC2)c1,-3,-5,0,3,-6,0.4,-9,-4,-1,0
COc1cc(CN=Cc2c(O)n(Cc3ccccc3)c(=S)[nH]c2=O)cc(OC)c1,2,-6,7,2,2,-0.1,8,-9,-2,-6
CCCCCCc1cc2cc(S(=O)(=O)c3ccc(F)cc3)c(=O)oc2cc1O,-1,3,4,-1,-1,-11,6,5,3,-5
CCOc1ccc(N2CC(C(=O)Nc3cc(OCC)c(N4CCOCC4)cc3OCC)CC2=O)cc1 (configuration not stated),5,6,-3,-1,-9,0.0,4,-2,0,1
CCS(=O)(=O)c1ccc2oc(Nc3cc(C)cc(C)c3)nc2c1,-4,0,0,-2,6,1.2,-17,1,-6,-3
C[C@H](CO)N1C[C@H](C)[C@H](CN(C)Cc2ccncc2)Oc2ccc(NC(=O)Nc3ccc(C(F)(F)F)cc3)cc2CC1=O,-2,4,2,1,-7,0.4,-8,3,-1,-20
CCOC(=O)C1CCN(C(=O)CCC(=O)NCCc2ccc(Cl)cc2)CC1,2,-3,4,1,1,0.2,-8,3,1,-9
COCCOC(=O)C1=C(C)N=C2SCCC(=O)N2C1c1cccs1 (configuration not stated),5,0,-4,2,14,-0.3,-9,-3,-4,0
O=C(C1COc2ccccc2O1)N1CCN(S(=O)(=O)c2ccccc2)CC1 (configuration not stated),4,1,-2,1,-13,0.2,-2,-2,0,-5
CCc1ccccc1NC(=O)c1cc2ncc(Br)cn2n1,14,-4,-2,0,-12,-0.1,-2,2,1,1
Cc1nn(-c2cccc(C(F)(F)F)c2)c(=O)c2noc(C)c12,0,1,0,-2,10,0.0,4,1,0,-13
CCn1c(O)c(C=C2N=c3ccccc3=N2)sc1=S,2,3,3,0,-5,0.2,-2,3,1,-1
CNC(=S)N1CCn2cccc2C1c1cc(OC)c(OC)c(OC)c1 (configuration not stated),0,3,4,0,6,0.1,3,-3,-1,1
COc1cccc(Nc2nc3cc(C)ccc3cc2C)c1,6,-2,-3,-2,-2,0.5,0,1,1,4
O=C(NCc1ccc2c(c1)OCO2)c1ccc(Cl)c(S(=O)(=O)N2CCOCC2)c1,0,-3,-1,4,-12,0.3,1,-1,5,2
O=C(Nc1ccccc1)/C(=C/c1ccc([N+](=O)[O-])cc1)NC(=O)c1ccccc1,-1,1,2,4,-2,-0.7,-9,1,3,-1
O=C(c1cc(C2CCCCN2S(=O)(=O)Cc2ccccc2)on1)N1CCOCC1 (configuration not stated),-3,-4,1,3,4,0.6,3,-4,-1,7
Cc1ccc(OCCNC(=O)[C@H]2O[C@@H](n3ccc(=O)[nH]c3=O)[C@H](O)[C@@H]2O)cc1C,5,-2,-3,-1,6,0.3,3,-2,0,-7
COc1ccc(NC(=O)CN(C)C(=O)CSc2ccc(Br)cc2)cc1,-3,-2,3,0,4,-0.6,-12,-3,-4,-1
COc1ccc2c(CC(=O)OCC(=O)N(C)c3c(N)n(Cc4ccccc4)c(=O)[nH]c3=O)coc2c1,4,0,5,-1,1,0.6,-1,1,22*,-1
CCC(=O)N1N=C(c2ccccc2)CC1c1ccccc1 (configuration not stated),3,-1,2,2,7,0.1,-2,-4,-2,-2
C/C(=N\NC(=O)c1ccc(C)cc1)C1C(=O)c2ccccc2C1=O,13,1,-9,-8,-12,0.3,1,3,-3,1
CC(=O)c1sc(NC(=O)COc2ccc([N+](=O)[O-])cc2)nc1C,-3,12,3,1,4,-0.4,-6,-1,3,5
CCOC(=O)N1CCN(C(=O)c2ccc(CNS(=O)(=O)c3ccc(C)cc3)cc2)CC1,6,0,7,-1,-5,0.2,1,1,0,0
COc1ccc(S(=O)(=O)N2CCCc3nc(-c4ccc(Br)cc4)ccc32)cc1,0,-2,0,3,-3,-0.3,-1,-5,1,-6
Cc1noc(C)c1NC(=O)N(C)C[C@H]1Oc2ccc(NC(=O)CCN3CCOCC3)cc2C(=O)N([C@H](C)CO)C[C@@H]1C,2,-3,3,-1,-1,-0.2,1,-1,-1,1
CCOC(=O)N1CCN(S(=O)(=O)c2cc(Br)cnc2N)CC1,-6,2,3,2,9,0.0,2,-2,1,0
CC1Cn2c(nnc2C23CC4CC(CC(C4)C2)C3)S1 (configuration not stated),5,5,6,-2,2,0.1,9,3,-1,-4
CN(C)c1nc2ccc(OCCN3CCCCC3)cc2s1,-2,-1,1,-5,6,0.2,0,-2,-2,-3
N#Cc1ccc(NC(=S)/N=C(\N)c2ccccc2)cc1,0,4,0,-3,2,0.0,4,8,1,-3
CCOc1ccc(S(=O)(=O)Nc2ccc(S(=O)(=O)N3CCCC3)cc2)cc1,5,5,2,-3,-5,-0.3,-5,1,0,-3
C=CCc1c(C)nc(C)nc1N/N=C/c1ccc(N(C)C)cc1,-3,4,-7,-1,-20,-6.0,0,-3,-1,-2
COc1cccc(NS(=O)(=O)c2ccc3c(c2)NC(=O)CC(=O)N3)c1,2,3,6,-2,-6,0.4,3,-1,5,10
CCOc1ccc(NC(=O)CN2CCN(CC(=O)Nc3ccc(C(N)=O)cc3)CC2)cc1,6,-3,1,2,2,-0.2,4,-1,7,0
CCN(C[C@H]1N[C@@](CC)(C(=O)OC)[C@H]2C(=O)N(C)C(=O)[C@@H]12)S(=O)(=O)c1ccc(-c2ccccc2)cc1,-7,-3,3,0,1,1.2,-2,1,-3,-4
COc1ccc2cc3cc(C(=O)NCc4ccc5c(c4)OCO5)oc3nc2c1,10,2,-2,0,-9,-66,-2,-1,-11,-17
CC(C)c1nnc(SCC(=O)Nc2ccc3c(c2)OCCO3)n1C,1,0,2,-4,-5,0.1,0,2,0,2
COc1ccc(N=C2SC(C(N)=O)CC(=O)N2Cc2ccc3c(c2)OCO3)cc1 (configuration not stated),1,6,2,4,-2,0.0,0,1,0,1
O=C(Cc1ccccc1)N1CCN(C(=O)c2ccco2)CC1,-1,6,3,4,2,0.3,3,-3,0,2
CCOC(=O)C1CCCc2c1[nH]c1c(C(=O)O)cccc21 (configuration not stated),2,1,-5,0,5,0.9,5,1,-2,-3

# Of the compounds above, two contain an aryl thioether with sulfur outside any ring:
molecule,TCR-CD3 inh,Tn7 DDE FP,MBD2 inh,LEDGF integ inh,TDP2 absorb,proKLK7 act,Tn6 DDE FP,PRMT1 inh,UHRF1 binding,SIAE primary
COc1ccc(NC(=O)CN(C)C(=O)CSc2ccc(Br)cc2)cc1,-3,-2,3,0,4,-0.6,-12,-3,-4,-1
CC(C)c1nnc(SCC(=O)Nc2ccc3c(c2)OCCO3)n1C,1,0,2,-4,-5,0.1,0,2,0,2

# New compounds follow
molecule,TCR-CD3 inh,Tn7 DDE FP,MBD2 inh,LEDGF integ inh,TDP2 absorb,proKLK7 act,Tn6 DDE FP,PRMT1 inh,UHRF1 binding,SIAE primary
Clc1ccc(-c2nnc(SCc3nc(-c4ccccc4)no3)o2)cc1,3,-3,-5,3,4,0.5,3,-8,1,-4
COc1ccc2c(c1)CCCN2C(N)=Nc1ccc(Cl)cc1,-1,-2,-2,-4,9,-0.2,2,2,2,2
COC(=O)Cc1ccc(NC(=S)NCc2ccccc2OC)cc1,0,9,0,-2,7,0.7,-1,-4,1,-4
O=C(COC(=O)c1cccc(S(=O)(=O)N2CCOCC2)c1)Nc1ccc(Cl)cn1,-13,-10,1,3,-14,-0.6,9,-3,0,-3
CC(CNc1nc2ccc(Cl)cc2n2cnnc12)c1ccccc1 (configuration not stated),-7,-2,-3,1,8,-0.8,-3,-3,-4,3
COc1ccc(OCCC(=O)OCC(=O)NC(=O)NC(C)C)cc1,-2,-4,-6,2,-14,0.3,-10,-2,1,4

# Assay outcomes: PubChem BioAssay, The Scripps Research Institute Molecular Screening Center
